Lipid storage S3 = qHTS Assay for Lipid Storage Modulators in Drosophila S3 Cells; Drosophila S3 cells, BODIPY lipid droplet fluorescence, 18-24 h; cells fed with added oleic acid; Potency in µM for hits, for the others lipid storage change, negative = inhibition, % at the top dose, mostly 46.1 µM; hit rate 0.64% among 320,000; active means well fitted inhibition curve with a large enough effect in the signal ratio, with a control signal flat, not every such curve was filed as active; inconclusive means small, poorly fitted or top-dose-only effect, or effect the other way, or a change in a side signal; the % refers to the signal ratio
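Drosophila S3 cells got compounds at several concentrations plus oleic acid (400 uM solution). Laser-scanning cytometry with 488 nm excitation read lipid droplets at 500-530 nm and cells at 575-640 nm. Percent activity was relative to 20 uM Triacsin C.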
Lipid storage S3 cell count max = second read-out of Lipid storage S3, no call of its own (marks repeat the call); cell number change, %; measured here: cell count max response;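 cells counted by Cell Tracker Red CMTPX staining in the red channel; peak over a dose series mostly up to 46.1 µM; percent activity relative to internal control wells on each plate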
Numbers without * were called inactive; i = inactive; ? = inconclusive; . = not tested or not shown. On the % scale 0 is the no-effect control and ±100 the full control effect; potency means the concentration at half of the fitted maximal effect. The list is partial; the hit share may differ from the screen's.

Lipid storage S3	Lipid storage S3 cell count max	SMILES
?	.	CNC(=S)NCCc1ccc(OC)cc1
?	.	Cc1ccc2sc(N3CCN(C(=O)c4ccc([N+](=O)[O-])o4)CC3)nc2c1C
i	23	COc1ccccc1NC(=O)C1CCCN1C(=O)NC1CCCCC1 (centres undefined)
?	.	O=C(O)CC/C(=N\Nc1ccc(S(=O)(=O)N2CCCC2)cc1[N+](=O)[O-])c1cccs1
?	.	O=C1N=c2ccc([N+](=O)[O-])cc2=C1c1sc(=O)[nH]c1O
?	.	O=C(O)C1C2C=CC(C2)C1C(=O)N1CCOCC1 (centres undefined)
?	.	Cc1noc(C)c1COC(=O)C1CCN(S(=O)(=O)c2ccc(F)cc2)CC1
?	.	CCC(=O)N(CCc1ccc(OC)c(OC)c1)Cc1cc2ccc(C)cc2n2nnnc12
?	.	COC(=O)c1ccc(C(=O)OC)c(NC(=O)CSCc2ccccc2Br)c1
i	.	CCC1CCCCN1Cc1nc2c(c(=O)n(C)c(=O)n2C)n1CCCc1ccccc1 (centres undefined)
?	.	COCCN1Cc2cccc(C(=O)Nc3ccccc3OC)c2C1=O
?	.	COc1ccc(CN2CCC(Cc3ccccc3)CC2)cc1OC
?	.	COc1ccccc1CNC(=O)c1ccc2nc(N3CCOCC3)sc2c1
-11%	26	CCN(C(=O)COC(=O)c1cccc(NS(=O)(=O)c2ccc(F)c(F)c2)c1)C1CCS(=O)(=O)C1 (centres undefined)
?	.	c1csc(-c2nn[nH]n2)c1
?	.	COC(=O)c1nnn(-c2nonc2N)c1CSc1ccc(Cl)cc1
?	.	CCCNC(=O)OCC12CC3CC(CC(C3)C1)C2
?	.	COc1cc(NS(=O)(=O)c2cn(C)cn2)cc(OC)c1
?	.	O=[N+]([O-])c1ccc(S(=O)(=O)Nc2cccc(-c3ccc(N4CCOCC4)nn3)c2)cc1
4%	-5	O=C(NCc1ccco1)c1nnc(Cc2ccc(F)cc2)o1
?	.	c1ccc(C(c2ccccc2)N2CCN(Cc3nnnn3C3CCCC3)CC2)cc1
?	.	COc1ccc2c(c1)[nH]c1c(N3CCN(Cc4ccc5c(c4)OCO5)CC3)ncnc12
17%	26	CC1=C(C(=O)OCc2ccc([N+](=O)[O-])cc2)N2C(=O)C(NC(=O)Cc3ccccc3)C2SC1 (centres undefined)
?	.	COc1ccc(OC)c(NC(=O)C2=C(C)NC(=O)NC2c2cccs2)c1 (centres undefined)
?	.	CCOC(=O)CSc1nc(N)nc(C)c1Br
?	.	Cc1ccc(C)c(-c2nnc(NC(=O)CCS(=O)(=O)c3ccc(F)cc3)o2)c1
-23%	-15	OCCNc1nc2nonc2nc1NCCO
0%	1	O=S(=O)(c1cccc2nonc12)N1CCCCCC1
?	.	CCN(CC(=O)Nc1ccc(NC(C)=O)cc1)CC(=O)Nc1ccccc1C(=O)c1ccccc1
?	.	O=C(O)C1C2C=CC(C2)C1C(=O)N1CCN(C/C=C/c2ccccc2)CC1 (centres undefined)
-8%	6	COCCCNC(=O)COc1ccc(S(=O)(=O)NCc2ccccc2)cc1Cl
?	.	Cc1cc(C)c2nc(-c3ccccn3)cc(C(=O)NCCc3ccc(S(N)(=O)=O)cc3)c2c1
?	.	COc1ccccc1-n1cnnc1SCc1csc(-c2ccccc2)n1
?	.	CCCCCCC(=O)N(O)C1CC(=O)N(Cc2ccccc2)C1=O (centres undefined)
13%	-6	Cc1ccc(CSC2=Nc3ccccc3C3=NC(CCC(=O)NCc4ccco4)C(=O)N23)cc1 (centres undefined)
?	.	Cc1ccc(S(=O)(=O)N(Cc2cccc(C)c2)C(=O)N2CCN(C)CC2)cc1
?	.	COc1ccc(-n2sc3ccc(F)cc3c2=O)cc1
?	.	COC(=O)c1ccc(/C=N/Nc2nc(C)c(C)s2)cc1
?	.	Cc1ccccc1OCC(=O)N/N=C/c1ccc(N(C)C)cc1
?	.	COc1cc(CNC2CCCCC2OC)cc(OC)c1 (centres undefined)
?	.	CC(Sc1nnc(-c2ccco2)n1N)C(=O)NCc1ccc2c(c1)OCO2 (centres undefined)
?	.	O=C(O)COc1ccccc1/C=N/NC(=O)CSc1nc2ccccc2n1Cc1ccccc1
19%	1	O=C(/C=C/NCc1ccc(F)cc1)c1ccccc1
0%	1	COc1ccc(C(=O)CCC(=O)Nc2cc(Cl)c(O)c(Cl)c2)cc1
8%	12	Cc1cccc(NC(=O)CSCC(=O)Nc2nnc(C3CC3)s2)c1
?	.	COc1ccc(C(c2nnnn2CCc2ccccc2)N2CCN(C)CC2)cc1OC (centres undefined)
?	.	Nn1c(SCC(=O)Nc2ccc3c(c2)OCCO3)nnc(CCC(=O)O)c1=O
19%	-3	COCCCNC(=O)Cn1nc(-c2ccccc2OC)ccc1=O
-3%	-12	COc1ccc(-c2nc(CS(=O)CC(=O)NC3CCCC3)c(C)o2)cc1 (centres undefined)
?	.	O=C(O)c1ccc(NC(=O)c2cn(-c3ccccc3)nc2-c2ccc(Br)cc2)cc1
?	.	CCc1ccc(-n2c(=O)c3ccccc3n(CC(=O)C(C)(C)C)c2=O)cc1
?	.	CCc1cc(CNC(=O)c2cc(COc3ccc(C)nc3)on2)on1
?	.	COc1ccc(Cc2nnc(NC(=O)c3cc(OC)cc(OC)c3)s2)cc1
8%	-1	O=C(COC(=O)c1ccc(Cl)nc1)NCc1ccco1
?	.	O=c1c(=O)n(O)c2ccccc2n1O
-16%	-7	Cc1ccc(CNC(=O)CCC(=O)N2CC(C)Oc3ccccc32)cc1 (centres undefined)
13%	10	COc1ccccc1N1CCN(CC(O)c2c(C)[nH]c3ccccc23)CC1 (centres undefined)
?	.	CCn1c(SCC(=O)N/N=C/c2ccc(C)o2)nnc1-c1ccc(C(C)(C)C)cc1
?	.	CN(CC(=O)Nc1cccc(F)c1)C(=O)c1cccc(N2C(=O)CCC2=O)c1
?	.	COCc1c(C(=O)NC2CCCCC2)sc2cccc(F)c12

Later entries
Lipid storage S3	Lipid storage S3 cell count max	SMILES
-15%	-11	O=C(CCc1nnc2ccc(N3CCC4(CC3)OCCO4)nn12)NCc1ccccc1Cl
5%	16	C=CCn1c(COc2ccccc2C)nnc1SCC(=O)O
i	7	Cc1cc(N2CCCC2)n2nc(C)c(-c3ccccc3)c2n1
i	7	On1c(-c2ccc(Cl)cc2Cl)nc2ncccc21
?	.	CC(NC(=O)COC(=O)CCc1nc2ccccc2c(=O)[nH]1)c1ccccc1 (centres undefined)
?	.	Cc1ccc2nc(SCC(=O)N/N=C/c3ccc(C(=O)O)cc3)cc(C)c2c1
?	.	Cc1cc2oc3c(c(=O)c2cc1C)C(c1cccc(Br)c1)N(Cc1ccco1)C3=O (centres undefined)
?	.	O=C(CSc1nnnn1Cc1ccccc1)NC1CCCCC1
27%	16	O=C(O)c1cnc(-c2ccccc2)nc1Sc1ccccc1Cl
17%	17	CCc1ccc(C2NC(=S)NC3=C2C(=O)CCC3)cc1 (centres undefined)
-4%	14	COc1ccc(C(C(=O)NC2CCCCC2)N(C(=O)c2ccco2)c2ccccc2C(C)=O)cc1OC (centres undefined)
-17%	-21	CN(C)c1ccc(/C=N/NC(=O)CN(c2ccccc2Cl)S(C)(=O)=O)cc1Br
?	.	O=C(N1CCNCC1)N1CCOCC1
?	.	COc1cc2c(cc1OC)CN(Cc1ccc(OC)c(C)c1OC)CC2
13%	-5	Cc1ccc(C(=O)Cn2nnc(-c3ccccc3-n3cnnn3)n2)cc1
?	.	CCOC(=O)/C(C(=Nc1ccccc1)Nc1ccccc1)=C(\C)O
?	.	CCOc1cc(CNc2ccccc2)cc(Br)c1OCC(=O)NC(C)(C)C
?	.	COc1ccc2nc3c(cc2c1)c(NC(=O)C1CCCO1)nn3CC(C)C (centres undefined)
?	.	COC(=O)c1c(NC(=O)COC(=O)Cn2cnc3ccccc32)sc(C)c1C
i	-21	Cc1ccc(S(=O)(=O)N2CCCC(C(=O)NCC3CCCO3)C2)cc1 (centres undefined)
?	.	CCCCn1c(C(C)NC(=O)COC)nc2ccccc21 (centres undefined)
-14%	-12	COc1cc2[nH]c(=O)n(CCCC(=O)NCCc3ccccc3)c(=O)c2cc1OC
i	-4	CC(=O)Nc1ccc(S(=O)(=O)NNC(=O)c2ccc([N+](=O)[O-])cc2)cc1
0%	25	CN1C(=O)C(O)(CC(=O)c2cccnc2)c2ccccc21 (centres undefined)
14%	.	c1ccc(CCCCNCC2COc3ccccc3O2)cc1 (centres undefined)
?	.	O=C(O)CC(C(=O)NC1CCCCC1)C1CCCO1 (centres undefined)
?	.	COCCSc1ccccc1C(=O)Nc1cc(C)ccn1
?	.	Cc1ccc(NC(=O)CSc2nccn2C)cc1F
?	.	CCOC(=O)c1c(C)n(C)c2cc(Br)c(C)cc12
?	.	CCCc1cc(=O)n2[nH]c(-c3cc(OC)c(OC)c(OC)c3)nc2n1
-14%	-2	CCOC(=O)n1c(=O)n(Cc2c(Cl)cccc2Cl)c2ccccc21
i	-10	Cc1cc(S(=O)(=O)N2CCOCC2)ccc1OCC(=O)NCc1ccco1
?	.	CC(C)Cn1c2c(c(O)c(C(=O)Nc3nccs3)c1=O)CCCC2
5%	19	C#CCOCCOCCOCCNc1nc(N2CCN(C(=O)C([C@@H](C)CC)n3cc(C(N)CO)nn3)CC2)nc(N2CCN(C(=O)[C@H](CCC(=O)O)n3cc(C(N)[C@H](C)CC)nn3)CC2)n1 (some centres undefined)
?	.	O=C(COC(=O)CN1C(=O)C2CCCCC2C1=O)NNC(=O)c1ccc(Cl)cc1 (centres undefined)
?	.	C/C(CCN1CCCCc2nc(C)c(C)cc21)=N\O[C@@H](C)c1cn([C@H](CO)Cc2ccccc2)nn1
?	.	Cc1cccc(NC(=O)c2cc(-c3cc(C)cc(C)c3O)n[nH]2)c1
11%	17	O=[N+]([O-])c1ccc(S(=O)(=O)N2CCN=C2SCc2cccnc2)cc1
?	.	CCOC(=O)N1CCC(NC(=O)Cn2cccc2C(=O)c2ccccc2)CC1
-2%	-14	CCCC(=O)NC(=S)Nc1ccc(NC(=O)C(C)C)c(OC)c1
?	.	COCCN(C(=O)COC(=O)c1oc2ccc(OC)cc2c1C)c1c(N)n(Cc2ccccc2)c(=O)[nH]c1=O
?	.	BrC(=C\c1ccccc1)/C=N/N1CCN(Cc2ccccc2)CC1
?	.	C(=N\Nc1nc2ccccc2s1)/c1cccs1
3%	0	COc1cc(S(=O)(=O)Nc2cc(C)cc(C)c2)ccc1F
?	.	O=c1c(Cc2ccc(F)cc2)c(O)ccn1CC1CCCO1 (centres undefined)

Copied from above, two compounds:
Lipid storage S3	Lipid storage S3 cell count max	SMILES
-14%	-2	CCOC(=O)n1c(=O)n(Cc2c(Cl)cccc2Cl)c2ccccc21
i	-10	Cc1cc(S(=O)(=O)N2CCOCC2)ccc1OCC(=O)NCc1ccco1

(continued)
Lipid storage S3	Lipid storage S3 cell count max	SMILES
1%	21	NS(=O)(=O)c1ccc(CNC(=S)Nc2ccc(F)c(Cl)c2)cc1
?	.	O=C(CCC(=O)OCC(=O)c1ccc(Cl)cc1Cl)Nc1cccc2cccnc12
?	.	CCOC(=O)N[C@H](Cc1c[nH]c2ccccc12)C(=O)NC1CC1
?	.	COc1cccc(CNc2ccc(F)c(Cl)c2)c1O
?	.	O=c1[nH]c2cc3c(cc2cc1CN(CCN1CCOCC1)C(=S)NCC1CCCO1)OCO3 (centres undefined)
?	.	COc1ccc(-n2c(N3CCN(C)CC3)nc3sc4c(c3c2=O)CCCCC4)cc1
?	.	O=C(COc1ccccc1)Nc1ccccc1C(=O)NCc1ccco1
?	.	O=C(COc1ccc(Br)cc1)NCCNC(=O)c1cccnc1
?	.	COc1ccc(C2C(C#N)=C(N)Oc3c2c(C)nn3-c2ccccc2)cc1Cn1nc(C)c([N+](=O)[O-])c1C (centres undefined)
?	.	Cc1ccccc1NC(=O)CSc1nnc(-c2ccco2)c(-c2ccco2)n1

Among those listed so far, 13 have a Cl atom:
Lipid storage S3	Lipid storage S3 cell count max	SMILES
?	.	COC(=O)c1nnn(-c2nonc2N)c1CSc1ccc(Cl)cc1
-8%	6	COCCCNC(=O)COc1ccc(S(=O)(=O)NCc2ccccc2)cc1Cl
0%	1	COc1ccc(C(=O)CCC(=O)Nc2cc(Cl)c(O)c(Cl)c2)cc1
8%	-1	O=C(COC(=O)c1ccc(Cl)nc1)NCc1ccco1
-15%	-11	O=C(CCc1nnc2ccc(N3CCC4(CC3)OCCO4)nn12)NCc1ccccc1Cl
i	7	On1c(-c2ccc(Cl)cc2Cl)nc2ncccc21
27%	16	O=C(O)c1cnc(-c2ccccc2)nc1Sc1ccccc1Cl
-17%	-21	CN(C)c1ccc(/C=N/NC(=O)CN(c2ccccc2Cl)S(C)(=O)=O)cc1Br
-14%	-2	CCOC(=O)n1c(=O)n(Cc2c(Cl)cccc2Cl)c2ccccc21
?	.	O=C(COC(=O)CN1C(=O)C2CCCCC2C1=O)NNC(=O)c1ccc(Cl)cc1 (centres undefined)
1%	21	NS(=O)(=O)c1ccc(CNC(=S)Nc2ccc(F)c(Cl)c2)cc1
?	.	O=C(CCC(=O)OCC(=O)c1ccc(Cl)cc1Cl)Nc1cccc2cccnc12
?	.	COc1cccc(CNc2ccc(F)c(Cl)c2)c1O
